procasp3 activ – activates human procaspase-3. P42574. activation, % at 8.5 µM. 330,000 tested, 0.11% active. recombinant procaspase-3 D3A, Ac-DEVD-pNA absorbance 405 nm;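 active = activation above the mean of all tested compounds plus 3 SD, cut at about 21% in these data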;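 note: 0% = DMSO alone and 100% = DMSO wells spiked with extra 5 µM PC-3 D3A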
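Test system: Procaspase-3 D3A mutant; medium: Zinc-free HEPES/NaCl buffer with 0.01% Triton X-100 at pH 7.4; reagent: DEVD-pNA substrate; doses: one concentration, 8.5 µM nominal, 0.8% DMSO; times: 1 h preincubation plus 2 h reaction at 25 °C; signal: Epi-absorbance at 405 nm of released p-nitroaniline, 0 and 120 min; replicates: singlicate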
Efflux pump mplx – inhibitors of Candida antifungal efflux pumps expressed in yeast | S. cerevisiae Candida pump triplex, Nile Red efflux | inhibition, % at 10 µM | 330,000 tested, 0.44% active | AID 485275;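 active = plate passing quality check with inhibition over a set limit, or well fluorescence over plate mean plus 4 SD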;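 note: Nile Red retained in pooled yeast measured as flow cytometry median fluorescence; 0% = buffer negative control and 100% = Enniatin B positive control; higher means more Nile Red kept so more efflux inhibition; some compounds called inactive have numbers as strong as hits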
GASC-1 inh – blocks human GASC-1 demethylase activity; Q9H3R0; GST-JMJD2C(1-420) H3K9me3 demethylation, DELFIA europium; inhibition, % at 2.35 µM; 330,000 tested, 0.069% active;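 active = more than half of a compound's replicate wells show inhibition beyond 50%, single wells judged on their own value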;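 note: signal counts dimethyl H3K9 product captured on neutravidin plate; 0% = median of DMSO wells and 100% = 0.3 times that DMSO median; strong numbers were not always called active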
Target sequence (Q9H3R0 1-420 limits assumed): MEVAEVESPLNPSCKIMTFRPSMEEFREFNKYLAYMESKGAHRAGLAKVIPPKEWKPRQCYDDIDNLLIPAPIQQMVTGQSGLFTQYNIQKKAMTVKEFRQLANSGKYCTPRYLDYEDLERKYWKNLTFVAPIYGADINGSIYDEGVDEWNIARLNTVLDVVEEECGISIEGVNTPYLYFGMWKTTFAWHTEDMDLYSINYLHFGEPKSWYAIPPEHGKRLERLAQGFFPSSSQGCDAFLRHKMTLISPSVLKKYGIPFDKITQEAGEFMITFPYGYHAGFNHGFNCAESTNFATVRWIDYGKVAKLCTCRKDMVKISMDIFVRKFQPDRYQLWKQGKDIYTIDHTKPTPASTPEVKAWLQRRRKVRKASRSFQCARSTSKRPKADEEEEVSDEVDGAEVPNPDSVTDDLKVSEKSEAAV
core dimer inh – blocks dimerization of HCV core protein | TR-FRET GST/Flag-core106 dimerization, 1536-well | inhibition, % at 5 µM | 300,000 tested, 0.33% active;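 active = inhibition above the mean of all tested compounds plus 3 SD, set per screening campaign, cut at about 45% in these data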
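Test system: GST/Flag-tagged HCV core106 proteins; Medium: KF-containing HEPES buffer, pH 7.45, DTT, CHAPS, BSA; Times: compound-protein-antibody incubation 4 h at 22.5 °C; Detection: TR-FRET 671 and 617 nm emission; Benchmarks: wells lacking GST-core106 and wells with excess unlabelled core106.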
PP1 inh – blocks human PP1-alpha phosphatase, a PP5 counter-screen | P62136 | purified PP1alpha, OMFP fluorescence | inhibition, % at 6.7 µM | 320,000 tested, 0.9% active | AID 2235;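 active = inhibition above the mean inhibition of all tested compounds plus 3 SD, computed separately for each screening campaign, cut at about 15% in these data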
Target sequence (P62136 whole entry, looked up): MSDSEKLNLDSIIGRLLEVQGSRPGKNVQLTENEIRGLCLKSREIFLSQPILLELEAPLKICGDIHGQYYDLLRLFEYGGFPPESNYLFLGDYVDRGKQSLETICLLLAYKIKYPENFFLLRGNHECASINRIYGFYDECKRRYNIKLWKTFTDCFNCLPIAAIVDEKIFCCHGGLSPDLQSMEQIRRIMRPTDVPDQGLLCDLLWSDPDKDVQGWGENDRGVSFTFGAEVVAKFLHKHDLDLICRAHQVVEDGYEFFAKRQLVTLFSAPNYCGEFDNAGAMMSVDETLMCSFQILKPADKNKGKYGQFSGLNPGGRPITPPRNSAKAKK
PP5 primary – inhibitors of human protein phosphatase 5 (PP5); purified PP5c, OMFP substrate fluorescence; inhibition, % at 6.7 µM; 320,000 tested, 0.18% active;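 active = inhibition above the campaign's mean inhibition across all tested compounds plus 3 SD, cut at about 9.5% in these data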;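 note: 0% = DMSO only and 100% = 100 µM cantharidin control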
TPT1 inh – C. albicans TPT1 enzyme inhibition; recombinant caTPT1, FP RNA substrate dephosphorylation; inhibition, % at 5 µM; 300,000 tested, 0.81% active;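 active = inhibition above the mean of all tested compounds plus 3 SD, set per screening campaign, cut at about 24% in these data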;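 note: plate controls were DMSO alone for no effect and ferristatin control at 100 nM for full effect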
proCasp7 act – counter-screen: procaspase-7 (human) activation. recombinant procaspase-7, Ac-DEVD-pNA absorbance 405 nm; D23A/D198A/D206A triple mutant, cannot self-cleave; scale: DMSO 0, 5 µM enzyme 100. activation, % at 8.5 µM. P55210. AID 463210. 330,000 tested, 0.093% active;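 active = percent activation above the screen-wide mean plus 3 SD, cut at about 25% in these data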
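Assay system: Uncleavable procaspase-7 mutant enzyme; Input: 2 µM procaspase-7 mutant as dispensed; Also added: DEVD-pNA substrate; Medium: Zinc-free HEPES pH 7.4 with 300 mM NaCl, 0.01% Triton X-100; Timing: 1 h compound preincubation, 2 h substrate cleavage, 25 °C; Measured by: Epi-absorbance of released pNA at 405 nm, two timepoints.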
CTSL1 counter – blocks F. hepatica cathepsin L1 in PFM18AAP counter-screen | inhibition, % at 5.96 µM | 300,000 tested, 0.49% active | recombinant F. hepatica cathepsin L1, Z-Leu-Arg-MCA fluorescence;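 active = inhibition above the mean of all tested compounds plus 3 SD, set per screening campaign, cut at about 17% in these data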;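 note: 0% = plate median of test compound wells and 100% = 1 µM Z-Phe-Ala-diazomethylketone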
The depositor's hits bear a star; / = no result given; & = joins results of further samples.

No.	molecule	procasp3 activ	Efflux pump mplx	GASC-1 inh	core dimer inh	PP1 inh	PP5 primary	TPT1 inh	proCasp7 act	CTSL1 counter
1	O=C(Cn1cc2c(n1)CCCC2)NCc1ccccn1	-1	0.0	-184	-4	-2	2.4	-12	8	-1
2	Cc1ccc(NCc2nc(SCC(=O)Nc3ccccc3)n[nH]2)cc1	-3	-0.2	3	-14	0	0.4	-3	11	-4
3	CCCCn1c(SCc2ncc(-c3ccccc3)o2)nc2cc(S(N)(=O)=O)ccc21	-5	0.0	0	10	18*	4.3	5	4	-1
4	Cc1noc2ncnc(Oc3ccc(Cl)cc3Cl)c12	-7	-0.1	3	-2	-1	-0.6	-2	-25	1
5	CCN(CC)S(=O)(=O)c1ccc(NC(=O)c2cccs2)cc1	2	0.2	-14	1	-1	-0.3	6	-5	-3
6	CCCC(=O)NC(NC(=S)Nc1ccc(S(N)(=O)=O)cc1)C(Cl)(Cl)Cl (configuration not stated)	-1	0.6	-9	2	-2	1.9	-1	-7	-3
7	c1ccc2sc(Nc3nc4cc5c(cc4s3)OCO5)nc2c1	-139	-0.1	-4	5	-1	2.9	-1	-152	0
8	CC(C)c1ccc(/C=N/NC(=O)C2CCCC2)cc1	10	0.1	1	-7	3	2.6	-2	9	1
9	Cc1nc2ccccc2nc1OCC(=O)Nc1cc(C(F)(F)F)ccc1N1CCOCC1	-4	-0.3	-19	5	-3	-2.1	4	2	-2
10	Cc1cc(C(=O)Nc2ccc(N3CCCCC3)cc2)no1	0	0.1	-11	-3	-2	0.4	2	-11	0
11	CCOC(=O)C1CCN(S(=O)(=O)c2ccc3c(c2)CC(=O)N3)CC1	-6	0.1	-13	-3	-5	2.8	1	2	-2
12	Clc1ccc(C2=NN=C3COc4ccccc4N3C2)cc1	3	0.1	-7	-2	3	-0.3	-2	4	1
13	CSc1c(-c2ccccc2)nc2ccc(Cl)cc2c1C(=O)O	1	-0.2	1	-7	-2	1.3	-3	7	3
14	NC(=O)c1ccc(NC(=O)C2CCCO2)cc1 (configuration not stated)	-8	-0.2	-13	-1	-3	-4.0	5	4	0
15	CC(C)C(CO)N1CCN(Cc2ccccc2)CCC1=O (configuration not stated)	5	-0.1	-3	-10	0	1.9	0	13	-5
16	NC(CC(=O)O)c1cccc(OCc2ccccc2)c1 (configuration not stated)	2	0.0	5	-10	2	-1.0	-1	-2	-5
17	CCOC(=O)N1CCC(NC(=O)c2cc(C(=O)Nc3cccc(OC)c3)ccc2CO)CC1	0	0.1	-33	9	1	-4.8	-1	-6	-1
18	O=C(Nc1ccc2c(c1)OCO2)C1CC(c2ccccc2Cl)=NO1 (configuration not stated)	1	0.0	5	11	-2	2.1	1	4	-2
19	O=C(c1ccc(=O)n(Cc2ccc(Cl)c(Cl)c2)c1)N1CCOCC1	-1	0.0	2	5	-2	0.2	-4	4	-3
20	O=C(O)c1cnc(-c2ccccc2)nc1Sc1ccc(Cl)cc1	-7	0.0	15	-1	2	2.6	0	-10	-3
21	CCC(C(=O)N1CCOCC1)n1nc(C)c2c(C)n(-c3ccccc3)nc2c1=O (configuration not stated)	2	0.0	5	-3	-3	0.4	-1	6	4
22	CCC1=C(OC(=O)N(CC)CC)N2C(=O)OC(=NCCc3c[nH]c4ccccc34)[C@]2(Cc2ccccc2)[C@H]2C1=CC[C@H]1C(=O)NC(=O)[C@H]12	8	0.1	0	13	6	6.6	1	4	1
23	CCOC(=O)c1ccc(P(=O)(c2ccccc2)c2ccccc2)cc1	-4	0.0	5	6	1	2.5	16	7	0
24	O=C(CN1CCCC1)Nc1ccccc1C(=O)c1ccccc1	3	0.0	10	-1	-6	-1.0	-3	9	-1
25	COc1ccc(/C=C/C(=O)NCc2ccccn2)cc1	-2	0.1	-1	-11	-3	-0.6	1	3	-2
26	Nc1c(-c2cccs2)cnc2c(-c3ccc(F)cc3)cnn12	14	0.0	-20	12	3	4.6	-3	5	-3
27	CCOc1ccccc1/C=C(\C#N)C1=CCCC1	-5	0.0	-3	1	0	1.9	-2	-1	-2
28	COc1ccc(CCN(C)Cc2cccc3ccccc23)cc1OC	0	-0.1	-35	9	-4	-0.4	-2	-1	0
29	Cc1ccccc1S(=O)(=O)N1[C@@H](c2ccc(Cl)cc2)C(C(=O)O)=CC[C@H]1c1ccc(Cl)cc1	3	0.5	1	/	/	/	/	-6	/
30	O=C(N/N=C/C=C/c1ccccc1[N+](=O)[O-])c1cc(-c2cccnc2)nc2ccccc12	1	0.3	25	6	1	5.0	0	-2	-2

Quoted at random: 2 records from the list.
No.	molecule	procasp3 activ	Efflux pump mplx	GASC-1 inh	core dimer inh	PP1 inh	PP5 primary	TPT1 inh	proCasp7 act	CTSL1 counter
3	CCCCn1c(SCc2ncc(-c3ccccc3)o2)nc2cc(S(N)(=O)=O)ccc21	-5	0.0	0	10	18*	4.3	5	4	-1
15	CC(C)C(CO)N1CCN(Cc2ccccc2)CCC1=O (configuration not stated)	5	-0.1	-3	-10	0	1.9	0	13	-5

(next part)
No.	molecule	procasp3 activ	Efflux pump mplx	GASC-1 inh	core dimer inh	PP1 inh	PP5 primary	TPT1 inh	proCasp7 act	CTSL1 counter
31	COc1ccc(OC)c(-n2c(=S)[nH]c3cc(C(=O)NCCCN4CCCC4=O)ccc3c2=O)c1	11	0.2	0	-7	0	0.0	4	6	1
32	CNC(=O)C12CCC(C)(c3nc4cc(C)c(C)cc4nc31)C2(C)C (configuration not stated)	5	-0.1	5	-3	0	1.9	-6	2	1
33	COCCNC(=O)c1onc(CCl)c1C(=O)OC	6	0.1	2	4	1	2.0	-1	-1	-4
34	Cc1ccc(S(=O)(=O)c2cc3ccccc3oc2=Nc2ccc3c(c2)OCO3)cc1	9	0.1	12	8	-3	1.6	-4	2	1
35	c1ccc2nc(-c3nc4ccccc4[nH]3)ccc2c1	-12	-0.1	1	2	-2	-0.5	-4	3	1
36	CCCNC(=O)NC(=O)COC(=O)c1ccc(OC)c(S(=O)(=O)N2CCCc3ccccc32)c1	1	0.0	0&5	12	0	-1.4	-2	7	0
37	Cc1cc(C)n(-c2ccc(C(=O)N3CCC(CO)(Cc4ccccc4)CC3)cc2)n1	6	0.2	20	2	2	1.2	0	7	-4
38	CN(CCC#N)C(=S)Nc1ccc(S(=O)(=O)N2CCOCC2)cc1	6	0.0	-9	-3	-2	1.4	3	-1	-2
39	COc1ccc(C(=O)N/N=C(\C)CC(=O)Nc2ccc3c(c2)OCCO3)c(OC)c1	8	-0.2	0	5	-2	-0.8	3	-7	0
40	CCOC(=O)c1ccc(NC(=O)Cn2cnc3cc(C)c(C)cc32)cc1	1	0.0	14	1	4	3.1	-2	-2	-13
41	CCOc1ccccc1N(C(=O)c1snc(C(N)=O)c1N)C(C(=O)NC1CCCC1)c1ccco1 (configuration not stated)	0	0.1	5	3	1	2.6	2	-9	1
42	O=C(Nc1nonc1NC(=O)C1CCCCC1)C1CCCCC1	0	0.0	6	1	0	1.4	-5	-4	10
43	CCN(CC)CCOC(=O)c1ccc(N/C=C(/C#N)c2nc(-c3cccc(OC)c3)cs2)cc1	-63	0.1	-12	13	54*	0.7	9	-21	2
44	CCOc1ccccc1NC(=O)NCCCCc1ccccc1	2	-0.5	-9	0	0	1.1	0	-1	0
45	COc1ccccc1NS(=O)(=O)c1ccc(OC)c(OC)c1	4	0.0	10	-2	-3	0.4	-3	-13	0
46	c1ccc(CNc2ncnc3sccc23)cc1	-3	-0.2	14	2	7	-1.4	0	-5	-1
47	CCCn1nc(C(=O)Nc2cc(S(=O)(=O)Nc3ccc(OC)cc3)ccc2O)c2ccccc2c1=O	0	0.1	-7	/	/	/	/	6	/
48	Cc1csc(NC(=O)C2CCCN(S(=O)(=O)c3ccc(Br)s3)C2)n1 (configuration not stated)	5	0.0	-2	4	0	2.2	3	-4	0
49	Cc1oc(C)c2c(=O)ccc3c(c12)OC(N)=C(C#N)C3c1ccccc1 (configuration not stated)	-5	0.1	0	16	-1	2.1	4	-5	-2
50	COc1ccc(C(=O)NC2CCCCCC2)cc1S(=O)(=O)N1CCCC1	5	0.0	1	3	-2	-0.1	3	15	5
51	CCOC(=O)c1c(C)nc2c(C#N)cnn2c1C	15	0.0	0	-1	-3	1.8	-5	8	0
52	Cc1ccc(S(=O)(=O)N(CC#N)CC#N)cc1	-1	-0.2	-15	1	-3	0.9	-2	4	3
53	COC(=O)c1ccsc1NC(=O)CN1CCN(c2ncccn2)CC1	10	0.2	-7	1	1	3.7	0	1	0
54	COc1cc(CCC(=O)Nc2cc(Cl)ccc2N2CCN(C)CC2)cc(OC)c1OC	-7	0.0	-2	-5	-2	-2.5	0	-2	0
55	Cn1ncc2c1ncn1nc(CCc3ccccc3)nc21	1	0.0	3	-3	-1	-0.1	-1	-2	2
56	COc1cc(OC)c(-c2sc(Nc3ccccc3)n[n+]2-c2ccc(F)cc2)cc1OC	11	-0.1	8	2	11	0.8	-1	-4	2
57	CCNc1nc(N2CCCCC2)nc(-n2nnc(C(=O)OCC)c2C)n1	7	0.1	2	3	-3	1.3	-2	11	5
58	O=C(O)CCCCCCCCCC(=O)c1cccs1	9	0.1	-1	0	-2	-0.6	-1	1	-2
